Dynein cargo inh – dynein cargo transport inhibition | 3617.4 mouse cells, GR-EGFP nuclear translocation imaging; test concentration mostly 20 µM; stimulated with dexamethasone, 1 µM; hits give low values | z-score, hits read low | hit rate 0.47% among 220,000;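 active means plate z-score of nuclear minus cytoplasmic receptor signal below a set negative limit, without overly bright fluorescence or cell loss, cut at about -3.5 in these data, passing the limit was not always enough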;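 further: z-score of nuclear minus cytoplasmic ring GR-EGFP intensity difference per well; some compounds called inactive have numbers as strong as hits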
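Schedule: 48 h induction, then 1 h compound, then 30 min agonist, 37 °C. Buffer or medium: tetracycline-free induction medium containing charcoal-stripped FBS. Reagent: 1.0 µM final dexamethasone stimulus. Evaluation: nuclear versus cytoplasmic GR-EGFP signal, averaged per well. Signal: high-content fluorescence imaging after fixation.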
b-catenin transl – modulators of beta-catenin nuclear translocation. HeLa beta-catenin nuclear translocation, immunofluorescence imaging. nuclear translocation activity, % at 5 µM. hit rate 0.3% among 190,000. AID 1665;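 active means nuclear translocation activity above 50% at 5 µM, with a well cell count of 50 or more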;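 further: per-cell ratio of nuclear to cytoplasmic median beta-catenin stain intensity; plate controls were DMSO negative control for no effect and GSK-3 inhibitor IX positive control for full effect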
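System: Human HeLa cells, endogenous beta-catenin | Compound dosing: 5 µM primary, 0.02–20 µM confirmation | Timing: 24 h compound exposure at 37°C, 5% CO2 | Measured by: Fluorescence imaging of beta-catenin antibody stain plus DAPI | Read-out basis: % activation of per-cell nuclear versus cytoplasmic median beta-catenin signal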
human PMI inhibition – inhibitors of human PMI, primary screen, biochemical, fluorescence intensity, coupled assay (AID 1209); purified PMI enzyme, coupled fluorescence intensity; higher % means a stronger effect; one-dose inhibition, % at 20 µM; IC50 in µM for titrated hits; hit rate 0.42% among 190,000;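 further: plate controls were DMSO vehicle for no effect and wells lacking substrate for full effect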
MT stabilize HCS – microtubule stabilizers in HeLa cells; HeLa tubulin immunostaining HCS, 24 h; share of cells brighter than vehicle mean+2SD; % tubulin-high responders, % at 10 µM; hit rate 0.83% among 200,000; AID 2205;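 active means plate Z-score above 3 for both tubulin-high and condensed-nucleus cell shares, with cell loss under 80%, at 10 µM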;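 further: anti alpha tubulin signal scored within the nucleus-defined area of each cell; some results filed as inactive read as strong as hits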
WT yeast gro inh – growth inhibition of WT yeast, mitochondrial fusion screen; mitochondrial fusion phenotypic screen, WT strain; inhibition, % at 10 µM; hit rate 2.1% among 190,000; AID 1362; in the data active means inhibition above about 58%; tested in S. cerevisiae
Yfh1-off respiration – mitochondrial function rescue without frataxin homolog – Friedreich's ataxia, plus single-dose screen, dose response (AID 1465) | hit rate 0.074% among 220,000 | S. cerevisiae Yfh1-off respiration, WST-1 reduction, 72 h; higher fold induction means a stronger effect | fold induction at 50 µM, or EC50 in µM where a hit was titrated;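 active means fold induction of absorbance versus untreated yeast above a set limit, then at least 30% activation at any dose in follow-up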;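 further: activators that raise dye reduction in frataxin-depleted yeast; strong numbers were not always called active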
Autophagy HCS – autophagy modulation, high-content screen. hit rate 0.98% among 190,000. AID 463193. MEF GFP-LC3 puncta imaging; test concentration mostly 10 µM. calls only at 10 µM (by protocol);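 active means percentage of spot-positive cells more than 3 SD above its plate mean, without a fluorescence outlier flag or 80% toxicity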;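 further: spot-positive cell cutoff set from DMSO-treated cells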
Insulin prom up – MIN6 insulin promoter up-regulation. z-score at 5 µM. MIN6 insulin promoter-GFP reporter, high-content imaging; hits give high values. hit rate 0.3% among 190,000;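 active means z-score above 3 at 5 µM with at least 500 cells counted in the well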
human PMI inhibitors – MPI inhibition at elevated mannose 6-phosphate – biochemical, fluorescence intensity, high mannose 6-phosphate, primary screen (AID 1220) | inhibition, % at 20 µM; hits with a dose series show IC50 in µM | recombinant PMI enzyme, coupled fluorescence intensity; higher % means a stronger effect | hit rate 0.66% among 190,000
WT yeast gro inh mutant strain – recorded beside WT yeast gro inh, whose call it bears; inhibition, %; mitochondrial fusion phenotypic screen, mutant strain inhibition
Dynein cargo inh cytoplasmic EGFP – recorded beside Dynein cargo inh, whose call it bears; z-score; measured here: cytoplasmic GR-EGFP intensity; hits give high values
Dynein cargo inh nuclear GR-EGFP – second read-out of Dynein cargo inh, no call of its own (marks repeat the call); z-score; measured here: nuclear GR-EGFP intensity;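 lower value marks the stronger effect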
Dynein cargo inh cell count – also measured in Dynein cargo inh; calls as there; z-score; measured here: cell count per field
Insulin prom up cell count – further read-out of Insulin prom up, marked with its call; cell count; measured here: cytotoxicity, nuclei count;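 total cells summed across four imaged fields per well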
b-catenin transl cell count 5 µM – recorded beside b-catenin transl, whose call it bears; cell count; measured here: cell count, cytotoxicity flag
MT stabilize HCS Hoechst-high % – recorded beside MT stabilize HCS, whose call it bears; % Hoechst-high responders; measured here: nuclear condensation Hoechst responders;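 share of cells brighter than vehicle mean plus two SD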
MT stabilize HCS cytotoxicity % – also measured in MT stabilize HCS; calls as there; toxicity, %; measured here: cytotoxicity by cell density;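 0% = mean cell density of plate MIN control wells and 100% = no cells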
Autophagy HCS cell loss 18 h – recorded beside Autophagy HCS, whose call it bears; toxicity, %; measured here: cell loss, nuclei count;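 cell loss after 18 h compound exposure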
Numbers without * were called inactive; i = inactive; nt = no result given. Unless noted, no stated cut-off is given here; in the data, active means inhibition above about 50%; inactive means the rest.

SMILES	Dynein cargo inh	Dynein cargo inh cytoplasmic EGFP	Dynein cargo inh nuclear GR-EGFP	Dynein cargo inh cell count	b-catenin transl	b-catenin transl cell count 5 µM	human PMI inhibition	MT stabilize HCS	MT stabilize HCS Hoechst-high %	MT stabilize HCS cytotoxicity %	WT yeast gro inh	WT yeast gro inh mutant strain	Yfh1-off respiration	Autophagy HCS	Autophagy HCS cell loss 18 h	Insulin prom up	Insulin prom up cell count	human PMI inhibitors
COc1ccc(CNc2nc3c(c(=O)[nH]c(=O)n3C)n2CCCc2ccccc2)cc1	-1.3	-0.12	-0.56	0.99	-7.5	958	7%	2.1	1.4	5.1	11	-14	i	i	-6	-0.24	1327	0%
Cc1sc2nc(SCC(=O)Nc3ccc(S(=O)(=O)NCCCC(=O)O)cc3)[nH]c(=O)c2c1C	0.97	-0.26	0.62	-0.57	1.0	966	7%	2.7	1.7	1.9	-1	2	i	i	-21	nt	nt	14%
c1ccc(Oc2cccc(OCCCCN3CCCC3)c2)cc1	0.92	-0.18	0.57	-0.19	0.0	950	-5%	3.7	1.9	7.5	27	35	i	i	0	-0.47	1220	40%
O=C(OCCN1CCCCC1)C1(c2ccccc2)CCCC1	-1.6	-0.3	-0.63	0.5	-0.2	1044	-13%	4.3	1.3	7.2	4	-12	i	i	6	-0.22	1571	-10%
O=C(NCC1CCCO1)c1cccc(S(=O)(=O)NCc2ccccc2)c1 (stereo unspecified)	-0.44	-0.34	0.1	0.089	-0.7	1092	7%	3.0	1.7	6.7	-4	-8	i	i	5	-0.22	1209	4%
Cc1cccc(OCCCC(=O)NC(C)c2ccccc2)c1 (stereo unspecified)	-0.63	-0.22	-0.22	0.72	nt	nt	14%	0.9	1.7	9.2	13	3	i	i	-6	nt	nt	6%
COc1cc(C2C(C#N)=C(N)Oc3n[nH]c(-c4ccccn4)c32)cc(OC)c1OC (stereo unspecified)	-0.96	-0.082	-0.19	0.14	nt	nt	6%	3.5	1.7	4.6	14	17	i	i	23	-0.31	1276	5%
O=C(NCCCN1CCOCC1)c1sc2ccccc2c1Cl	0.78	-0.32	-0.32	0.16	-3.3	1104	10%	1.9	1.0	6.3	3	6	i	i	5	-0.34	1373	12%
Cc1ccc(OCC(O)Cn2nc(C)cc2C)cc1 (stereo unspecified)	2.4	-0.27	1.3	-0.83	0.0	1576	nt	1.6	1.5	4.4	-4	0	i	i	25	nt	nt	nt
Cc1ccc(N2C(=O)N(Cc3ccccc3C)c3ccccc3S2(=O)=O)cc1	0.062	-0.017	-0.27	0.19	0.3	487	-1%	2.0	2.9	13	21	-25	i	i	19	0.14	1358	0%
CCCOc1ccc(Br)cc1CSC(=N)N	-0.31	-0.1	0.23	-1.4	2.8	993	18%	5.5	1.9	0.9	4	-6	i	i	-3	-1.4	605	4%
COc1ccc(C(=O)NCCNc2ccc([N+](=O)[O-])cc2)cc1	-1.1	-0.34	0.071	0.75	-1.6	1087	10%	2.2	1.9	5.1	10	0	i	i	4	0.75	1597	17%
COc1ccc(/C=C2\SC(=O)N=C2N)cc1	-1.8	-0.19	-0.68	1.8	0.3	743	6%	3.1	3.2	5.6	6	-8	i	i	18	0.26	1304	6%
O=C(O)/C=C/C(=O)Nc1cc(F)ccc1F	0.47	-0.15	0.12	0.51	-1.2	1353	nt	nt	nt	nt	nt	nt	i	nt	nt	0.02	1398	nt
Cc1ccc(S(=O)(=O)NC(C(=O)N2CCOCCOCCOCCOCC2)c2ccccc2)cc1 (stereo unspecified)	-0.48	-0.21	0.22	-0.22	-0.8	1028	-1%	2.7	1.0	6.7	-12	-8	i	i	-4	0.94	1563	-3%
COc1ccc(NC(=O)CS(=O)CC(=O)Nc2cc(Cl)ccc2OC)cc1 (stereo unspecified)	-0.35	-0.15	0.1	2	-0.4	1053	7%	3.8	2.1	7.1	-6	-2	i	i	-1	nt	nt	0%
CC(NCC(O)COCc1cccs1)C1CC2CCC1C2 (stereo unspecified)	0.62	-0.17	0.44	0.38	nt	nt	-5%	2.4	1.5	8.5	15	16	i	i	-14	-0.54	933	-6%
CCOC(=O)c1c(C)nc(SC)c(C#N)c1-c1ccccc1	-0.36	-0.18	-0.18	-0.15	1.7	1032	18%	6.0	0.9	7.1	51	7	i	i	-5	0.02	1439	6%
CC(C)(C)NC(=O)CSc1nc(O)cc(=O)n1-c1ccccc1F	0.069	-0.51	-0.034	0.5	0.7	1163	6%	3.2	2.6	11	4	-11	i	i	5	1.1	1162	12%
CCOC(=O)CNC(=O)c1ccc2c(c1)OCCO2	0.42	-0.26	0.62	-0.98	-2.8	817	-2%	4.7	3.3	11	3	18	i	i	-15	nt	nt	-2%
O=C(OCC(=O)N1CCCC1)c1ccco1	-0.56	-0.21	-0.4	0.13	-2.5	731	0%	0.3	0.6	8.5	-12	-5	i	i	22	0.12	1081	-2%
CC(C)Oc1ccccc1-c1nc(SCC(=O)O)n[nH]1	0.32	-0.25	0.06	1.2	nt	nt	6%	3.3	2.2	4.2	-2	7	i	i	4	0.04	1309	0%
Cc1ccc(Cl)cc1NC(=O)Cn1cc(C(F)(F)F)cc(Cl)c1=O	0.41	-0.25	0.31	-0.46	1.1	952	-2%	3.7	2.5	1.0	10	19	i	i	-5	-0.37	1285	-10%
Nc1cc(-c2ccccc2)n2c(n1)nc1ccccc12	-0.23	-0.25	0.31	0.26	1.0	1264	nt	nt	nt	nt	nt	nt	i	nt	nt	-0.55	1166	nt
Cc1ccc2nc(NC(=O)C3CCN(S(=O)(=O)c4cccnc4)CC3)sc2c1	0.99	-0.081	0.65	-0.53	0.0	1129	8%	6.1	1.3	5.5	6	-5	i	i	-1	0.17	1020	15%
CC(C)(C)NS(=O)(=O)c1cccc2nsnc12	1.7	-0.13	0.97	0.32	nt	nt	nt	2.8	5.1	5.0	nt	nt	i	i	0	nt	nt	nt
N/C(Cc1ccc(Cl)cc1Cl)=N\OC(=O)Cc1cccs1	-0.85	-0.022	-0.49	0.24	nt	nt	3%	1.7	2.3	0.7	16	4	i	i	-2	2.2	1265	1%
Nc1nc(SCC(=O)N2CCCC2)[nH]c(=O)c1NC(=O)c1cccs1	-0.21	0.02	-0.1	0.36	0.1	1377	nt	nt	nt	nt	nt	nt	i	nt	nt	0.33	1013	nt
COCCNCCCOc1ccc(Br)cc1Cl	-0.56	-0.21	-0.63	0.68	-0.5	1022	-9%	2.8	3.6	6.5	4	-3	i	i	1	-0.1	1460	-7%
O=C(N1CCCC1)C12CC3CC(CC(C3)C1)C2	0.91	-0.17	0.98	-1	-0.1	1138	-2%	2.6	2.0	7.5	-16	-12	i	i	-5	-0.07	1240	-2%
CCn1c(C)nc2cc(C(=O)n3cc(C(=O)c4cc(F)ccc4O)cn3)ccc21	nt	nt	nt	nt	-2.7	1092	6%	nt	nt	nt	nt	nt	nt	nt	nt	-0.61	857	3%
Cc1ccc(NC(=O)COC(=O)c2ccc3c(c2)C(=O)N(CCc2ccccc2)C3=O)c(C)c1	-0.48	-0.31	-0.42	0.37	1.6	485	5%	2.8	3.3	3.6	-7	-14	i	i	-4	0.05	1189	8%
CCC(C(=O)OCC(=O)Nc1ccc(C(N)=O)cc1)c1ccccc1 (stereo unspecified)	0.53	-0.34	0.53	-0.95	-2.6	1180	-7%	1.1	2.6	10	-20	7	i	i	-1	-0.06	1271	1%
Cc1nn(CC(=O)NC(C)C)c(C)c1[N+](=O)[O-]	-0.65	-0.18	0.082	0.27	-3.4	1034	-3%	3.8	1.6	5.9	-11	-6	i	i	-6	0.6	1594	-6%
COc1ccc(C)cc1NC(=O)CN(c1ccc(C)cc1)S(C)(=O)=O	-0.69	-0.22	-0.49	0.62	0.9	1488	-1%	1.4	3.0	7.2	11	-9	i	i	-6	nt	nt	4%
COc1cccc(C(=O)COC(=O)c2ccc(NC(C)=O)cc2)c1	1.4	-0.22	0.35	-0.87	nt	nt	6%	6.2	4.0	7.0	-4	4	i	i	-9	-0.27	1149	5%
COc1ccc(NC(=O)C2CC(=O)N(c3cc(C)ccc3C)C2)cc1 (stereo unspecified)	-0.52	-0.27	-0.48	0.59	nt	nt	10%	2.5	1.9	3.3	-6	3	i	i	-4	0.06	1097	6%
Cc1cccc(NC(=O)CN2NS(=O)(=O)c3ccccc3C2=O)c1	-0.2	-0.15	0.2	-0.27	-2.1	1045	2%	2.1	2.3	6.5	nt	nt	i	i	0	-0.35	811	-4%

Part of the list above, bar-delimited.
SMILES | Dynein cargo inh | Dynein cargo inh cytoplasmic EGFP | Dynein cargo inh nuclear GR-EGFP | Dynein cargo inh cell count | b-catenin transl | b-catenin transl cell count 5 µM | human PMI inhibition | MT stabilize HCS | MT stabilize HCS Hoechst-high % | MT stabilize HCS cytotoxicity % | WT yeast gro inh | WT yeast gro inh mutant strain | Yfh1-off respiration | Autophagy HCS | Autophagy HCS cell loss 18 h | Insulin prom up | Insulin prom up cell count | human PMI inhibitors
CCC(C(=O)OCC(=O)Nc1ccc(C(N)=O)cc1)c1ccccc1 (stereo unspecified) | 0.53 | -0.34 | 0.53 | -0.95 | -2.6 | 1180 | -7% | 1.1 | 2.6 | 10 | -20 | 7 | i | i | -1 | -0.06 | 1271 | 1%
Cc1nn(CC(=O)NC(C)C)c(C)c1[N+](=O)[O-] | -0.65 | -0.18 | 0.082 | 0.27 | -3.4 | 1034 | -3% | 3.8 | 1.6 | 5.9 | -11 | -6 | i | i | -6 | 0.6 | 1594 | -6%
COc1ccc(C)cc1NC(=O)CN(c1ccc(C)cc1)S(C)(=O)=O | -0.69 | -0.22 | -0.49 | 0.62 | 0.9 | 1488 | -1% | 1.4 | 3.0 | 7.2 | 11 | -9 | i | i | -6 | nt | nt | 4%

Screening results (PubChem BioAssay)
